HCV inhibitor: HCV inhibition | Huh7.5.1 HCVcc-Cre infection, luciferase reporter, 44 h | Potency, µM (highest dose often 41.8 µM), without a hit: at the top dose activity change, negative = inhibition, most hits filed as inhibitors | actives 3.4% (n = 340,000)
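HCVcc-Cre virus at an moi near 0.5 was added right after compound to cells cultured 4 h from seeding (1,000 cells/well). Luciferase activity was determined 44 h later, 15 min after substrate addition at RT.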
LmPK inhibitor: blocks Leishmania mexicana pyruvate kinase activity. Potency, µM (highest dose often 57.5 µM), for inactives: top-dose activity change, negative = inhibition, most hits filed as inhibitors. actives 0.37% (n = 290,000). purified LmPK, Kinase-Glo ATP luminescence, 1 h. Q27686
Target sequence (Q27686 whole entry, looked up): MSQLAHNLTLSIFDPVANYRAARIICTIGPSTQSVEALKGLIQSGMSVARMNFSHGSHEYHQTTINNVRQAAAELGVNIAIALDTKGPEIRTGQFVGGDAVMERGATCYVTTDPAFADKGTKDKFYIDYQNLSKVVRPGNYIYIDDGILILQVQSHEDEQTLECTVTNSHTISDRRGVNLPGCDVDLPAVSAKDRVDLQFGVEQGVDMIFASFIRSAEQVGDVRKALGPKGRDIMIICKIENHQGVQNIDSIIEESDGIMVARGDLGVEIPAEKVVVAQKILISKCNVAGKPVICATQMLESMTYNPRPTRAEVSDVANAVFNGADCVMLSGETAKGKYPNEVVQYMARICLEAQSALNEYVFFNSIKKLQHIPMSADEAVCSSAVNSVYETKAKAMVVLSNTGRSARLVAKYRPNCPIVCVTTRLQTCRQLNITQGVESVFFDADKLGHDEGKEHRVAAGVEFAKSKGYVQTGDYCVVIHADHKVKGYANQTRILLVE
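In 50 mM imidazole pH 7.2 with 7 mM MgCl2, LmPK (0.1 nM) turned over PEP (0.5 mM) and ADP (0.1 mM) for 1 h at room temperature. Luciferase read-out of ATP.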
Sm TGR inh: S. mansoni TGR enzyme inhibition | purified TGR, DTNB reduction, TNB absorbance 405 nm | AID 485364 | actives 3% (n = 360,000) | Potency, µM (series often up to 114 µM), for inactives: top-dose activity change, negative = inhibition, hits mostly inhibitors; also: nearly all actives have a fitted effect of over 60% in size
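First, TGR (20 nM dispensed) and NADPH were mixed with compound. Second, a 15 min room-temperature incubation followed. Third, further NADPH and then DTNB were added to start the reaction. Finally, TNB absorbance was monitored kinetically.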
Pf growth 48h: inhibits P. falciparum growth in the first generation, 48 h | P. falciparum luciferase growth in erythrocytes, 48 h | Potency, µM (titrated, usually from 28.7 µM), inactives show at the highest dose activity change, negative = inhibition, most hits filed as inhibitors | actives 5.9% (n = 310,000) | AID 504832
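In quantitative HTS format, infected erythrocytes bearing luciferase-reporter parasites were treated for a single generation at 37 C. Luminescence after adding detection reagent served as the growth measure.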
Pf growth 96h: P. falciparum growth inhibition at 96 hours; AID 504834; actives 6.9% (n = 320,000); P. falciparum luciferase reporter growth, 96 h; Potency, µM (titrated, usually from 28.7 µM), inactives show at the top dose activity change, negative = inhibition, most hits filed as inhibitors
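Parasite growth measured via integrated firefly luciferase reporter in P. falciparum. Infected erythrocytes at 2% hematocrit, 0.05% parasitemia final were treated 96 hours at 37 C under 5% CO2, and luminescence was read.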
Tb PYK inh: inhibitors of Trypanosoma brucei pyruvate kinase. TbPYK enzyme, Kinase-Glo Plus ATP luminescence, 45 min. actives 0.12% (n = 410,000). Q57TT1. Potency, µM (titrated, usually from 76.8 µM), without a hit: at the highest dose activity, negative = inhibition, usual class: inhibitors; also: nearly all actives have a fitted effect of over 50% in size
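T. brucei PYK with substrate was exposed to pin-transferred compounds across a concentration series, then started with 130 uM ADP (final). After 45 min at room temperature, Kinase-Glo Plus luminescence was read, normalized and curve-fitted.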
* = called active by the depositor; ? = inconclusive; . = no result given; [ ] = remark or other dose. Calls follow the shape of the dose curve; as a rule, active = well fitted curve in the direction sought with a large enough effect; inconclusive = small, poorly fitted or top-dose-only effect, or another doubt; inactive = no such curve, though single readings can be large; an effect the other way counts as inactive or inconclusive. % is scaled to controls: 0 for no effect and ±100 for the full control effect; potency is read from the fitted curve at half-maximal effect. This is a random part of the collection, and some 16% of all compounds hit somewhere here.

[1] CC1CC(=O)Nc2ccccc2N1S(=O)(=O)c1ccc(Cl)cc1 (configuration not stated)
[2] COc1ccc(C(=O)COC(=O)c2cnc(C)cn2)cc1OC
[3] CC(C)c1ccc(/C=N/N2CCN(c3ccccn3)CC2)cc1
[4] O=Nc1c(O)n(Cc2ccccc2)c2ccccc12
[5] CN(C)CCCNC(=O)c1ccc(=O)[nH]n1
[6] CN(C)c1ccc(C(c2nnnn2C(C)(C)C)N2CCN(C(=O)c3ccco3)CC2)cc1 (configuration not stated)
[7] COc1ccc(CC(=O)OCC(=O)NCc2ccco2)cc1
[8] COc1cccc(CNC(=O)CCC2CCCN(C(=O)c3csc(C(C)C)n3)C2)c1 (configuration not stated)

screen / no.,1,2,3,4,5,6,7,8
Sm TGR inh,29%,-3%,16%,-3%,-1%,16µM*,0%,6%
LmPK inhibitor,1%,.,-1%,0%,-14%,-6%,.,5%
Pf growth 96h,6%,-19%,17%,-6%,-13%,-13%,-28%,13µM*
HCV inhibitor,14%,12%,-5%,-15%,7%,26%,-20%[8.37 µM],-20%
Pf growth 48h,-13%,7%,44%[activator],-19%,?,7%,10%,1%
Tb PYK inh,1%,1%,-1%,2%,-3%,-27%,1%,6%

[9] COc1cc(N=C2C(=O)N3CCCc4cccc2c43)cc(OC)c1
[10] CN(C)[C@@H]1C(=O)C(C(N)=O)=C(O)[C@@]2(O)C(=O)C3=C(O)c4c(O)ccc(Cl)c4[C@@](C)(O)C3C[C@@H]12 (some centres not stated)
[11] CO/N=C(\c1nonc1N)N1CCN(c2ccc(Cl)cc2[N+](=O)[O-])CC1
[12] N/C(=N\OC(=O)c1cccc(Br)c1)c1ccc(Br)cc1
[13] CC(=O)c1c(C)[nH]c(C(=O)OCCCCN2C(=O)c3ccccc3C2=O)c1C
[14] CCN(C(=O)CN1C(=O)NC(c2ccccc2)(c2ccc(C)c(C)c2)C1=O)C1CCS(=O)(=O)C1 (configuration not stated)
[15] CC(Sc1nc(C(C)(C)C)cc(-c2ccccc2)c1C#N)C(=O)Nc1ccccc1 (configuration not stated)
[16] O=S(=O)(c1ccc(-c2ccccc2)cc1)N1CCCCC1

screen / no.,9,10,11,12,13,14,15,16
Sm TGR inh,1%,-22%,16%,6%,8%,-9%,3%,-10%
LmPK inhibitor,0%,1%,1%,0%,6%,.,1%,0%
Pf growth 96h,26%,?,?,1.9µM*,3%,13µM*,?,-18%
HCV inhibitor,6%,-20%[8.37 µM],?,13%,10µM*,?,-25%,?
Pf growth 48h,-10%,-24%,-7%,48%[activator],?,?,0%,-1%
Tb PYK inh,-4%,-8%,-26%,2%,4%,2%,-25%,-2%

[17] CCOC(=O)CSC1=C(C#N)C(c2ccc3c(c2)OCO3)CC(=O)N1 (configuration not stated)
[18] CC(C)N(C(=O)CSc1nnc(NC(=O)Cc2cccs2)s1)C(C)C
[19] COC(=O)c1ccc(/C=N/NC(=S)NCCN2CCOCC2)cc1
[20] Cc1csc(N(C(=O)c2ccccc2F)c2ccccc2)n1
[21] COc1ccc([C@H]2CC(=O)C=C(c3ccc4c(c3)OCO4)C2)cc1OC
[22] Cc1ccc(C(=O)Cn2c(C(=O)O)cc3ccccc32)cc1
[23] O=C(CSc1ncccn1)NN=C1CCCCCC1
[24] COc1ccc(N(CC(=O)NC2CCCCCCC2)S(=O)(=O)c2c(C)nn(C)c2C)cc1

screen / no.,17,18,19,20,21,22,23,24
Sm TGR inh,3%,-6%,0%,4%,-5%,-16%,-11%,-23%
LmPK inhibitor,3%,1%,9%,3%,.,-7%,-1%,8%
Pf growth 96h,.,33%[activator],?,3%,-13%,39%[activator],-2%,?
HCV inhibitor,?,9%,20%,-29%,7%,?,2%,-14%
Pf growth 48h,6%,0%,?,-22%,?,-1%,31%[activator],.
Tb PYK inh,-1%,4%,-1%,-1%,2%,1%,-6%,-13%

[25] O=c1cc(CN2CCC(Cc3ccccc3)CC2)nc2sccn12
[26] Cc1cccc(NS(=O)(=O)c2ccc([N+](=O)[O-])cc2)n1
[27] Cc1c(C#N)c2ccccc2n1CC(=O)N1CCc2ccccc2C1
[28] COc1ccc(-c2csc(N(CCCN3CCOCC3)C(=O)CCl)n2)cc1
[29] COc1ccc(NC(=O)CSCC(=O)N2CCN(C(=O)c3ccco3)CC2)cc1
[30] CCC(=O)N1CCN(c2ccc(NC(=O)c3ccc(C#N)cc3F)cc2Cl)CC1
[31] CC1CCc2c(sc(NC(=O)c3ccc(Cn4cc(Br)cn4)o3)c2C(N)=O)C1 (configuration not stated)
[32] CSc1nnc(SCc2nc3sc(C(=O)O)c(C)c3c(=O)[nH]2)s1

screen / no.,25,26,27,28,29,30,31,32
Sm TGR inh,6%,-8%,-7%,0%,-9%,10%,11%,-23%
LmPK inhibitor,2%,-3%,2%,-2%,.,3%,-3%,12%
Pf growth 96h,?,?,?,68%[activator],?,?,144%,-5%
HCV inhibitor,-11%,16%,-14%,-6%,4%,-15%,?,-1%
Pf growth 48h,1%,-2%,?,1%,-10%,-20%[5.75 µM],10%,-1%
Tb PYK inh,2%,-3%,1%,-12%,-1%,-3%,0%,?

[33] CCOC(=O)NC(=O)CSc1nnc(C)s1
[34] Cc1ccc(CN2CCN(/N=C/c3sccc3C)CC2)c(C)c1
[35] COCc1ccc(C(=O)Nc2ccc(C(=O)O)cc2)o1
[36] COc1nc(-c2ccc(C)cc2)ccc1-c1noc(-c2ccco2)n1
[37] CCn1c(O)c(C=NCCN2CCOCC2)c(=O)[nH]c1=S
[38] O=C1CN(S(=O)(=O)c2cccc(C(=O)O)c2)c2ccccc2N1
[39] O=C(Nc1cccc2ncccc12)C(c1ccccc1)c1ccccc1
[40] c1ccc(Nc2ccccc2)cc1

screen / no.,33,34,35,36,37,38,39,40
Sm TGR inh,-5%,6%,-14%,-31%,-36%,-17%,1%,-2%
LmPK inhibitor,-9%,-1%,-2%,3%,0%,-2%,0%,.
Pf growth 96h,21%,20%,142%[activator],-11%,?,3%,48%[1.15 µM],39%[activator]
HCV inhibitor,4%,-1%,7%,-16%,9%,19%,-14%,7%
Pf growth 48h,5%,13%,57%[activator],47%[activator],34%[activator],-14%,?,46%[activator]
Tb PYK inh,1%,-5%,-4%,-1%,1%,2%,-7%,-2%

[41] CC1(C)c2ssc(=S)c2-c2ccccc2N1C(=O)CSC1=NCCS1
[42] CN1CCN(C(=O)COc2ccc(S(=O)(=O)NCc3ccccc3)cc2Cl)CC1
[43] Cc1ccc(-c2c[n+](Cc3cccc(Cl)c3)c3n2CCC3)cc1
[44] CC(Cc1ccco1)NC(=O)c1cccc(S(=O)(=O)N(C)C)c1 (configuration not stated)
[45] Cc1ccc(OCC(=O)N(C)CC(=O)Nc2cccc(F)c2)cc1
[46] O=C(CN(C(=O)CNS(=O)(=O)c1ccc(F)cc1)C1CCCC1)NCc1ccco1
[47] Cc1ccc(C(=O)OCC(=O)N2CCOCC2)cc1
[48] CCn1cc(C(=O)OCC(=O)Nc2cc(S(=O)(=O)N(C)C)ccc2C)c(=O)c2ccc(C)nc21

screen / no.,41,42,43,44,45,46,47,48
Sm TGR inh,-25%,-14%,7%,?,4%,-21%,-1%,-31%
LmPK inhibitor,3%,11%,11%,-5%,1%,-7%,2%,2%
Pf growth 96h,11%,.,?,134%[activator],-30%,7%,111%[activator],.
HCV inhibitor,?,-4%,-26%,27%,.,-6%,7%,-18%
Pf growth 48h,?,-8%,?,118%[activator],0%,15%,145%[activator],3%
Tb PYK inh,-8%,-2%,-3%,0%,0%,3%,-9%,1%

[49] COc1ccc(CCNC(=O)/C(=C/c2cccnc2)NC(=O)c2ccccc2)cc1
[50] Cc1ccc(NC(=O)COC(=O)/C=C/c2cccc(Cl)c2)cc1S(=O)(=O)N1CCOCC1
[51] CCOc1ccc(-c2cnc3n2CCC3)cc1
[52] O=C(Nc1ccccc1)c1c2c(nc3ccccc13)CCCC2
[53] CCCNC(=O)C1CCC(CNS(=O)(=O)c2ccc3c(c2)N(C(C)=O)CCO3)CC1 (configuration not stated)
[54] Nc1ncncc1-c1ccc(Cl)cc1
[55] COc1ccc(C(C)(C)C)cc1NC(=O)CN1C(=O)C(=O)N(Cc2ccco2)C1=O
[56] COC(=O)[C@]1(C)CCC[C@@]2(C)C3CC[C@@]4(C)C[C@]3(CCC21)CC(=O)N4C (some centres not stated)

screen / no.,49,50,51,52,53,54,55,56
Sm TGR inh,-12%,-9%,6%,16%,-4%,13%,-13%,-10%
LmPK inhibitor,3%,1%,13%,0%,0%,-1%,.,.
Pf growth 96h,169%[activator],-9%,15µM*,?,?,?,?,?
HCV inhibitor,-5%,2%,?,?,-5%,15%,3%,?
Pf growth 48h,?,-1%,.,-7%,?,?,?,?
Tb PYK inh,-4%,2%,3%,5%,-1%,1%,0%,5%
